Siah-1 displacement – Siah-1 peptide-binding antagonists, primary screen, biochemical, fluorescence polarization, rhodamine-plectin, uHTS (AID 1817); Siah-1 / rhodamine-plectin peptide fluorescence polarization; higher % means a stronger effect; one-dose displacement, % at 20 µM; IC50 in µM for titrated hits; 290,000 compounds, 0.02% hits;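 active = displacement of at least 50% at 20 µM, with a fluorescence ratio check between 0.3 and a set limit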;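 note: plate controls were Siah plus tracer with DMSO for no effect and tracer alone without Siah for full effect; strong numbers were not always called active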
HIV peptide binding – cell-free HIV fusion peptide-binding blockers – biochemical, uHTS, fluorescence dequenching, primary screen (AID 1986) | cell-free peptide binding, fluorescence dequenching, 30 min; higher % means a stronger effect | one-dose inhibition, % at 20 µM; IC50 in µM for titrated hits | 290,000 compounds, 0.3% hits; in the data active = inhibition mostly above about 52%, no sharp cut-off; inactive = mostly below about 76%; note: some results filed as inactive read as strong as hits
PhoP inhibition – inhibitors of PhoP regulon expression, primary screen, Salmonella Typhimurium, GFP reporter (AID 1863); S. Typhimurium PhoP-regulated promoter GFP reporter, 4 h; higher % means a stronger effect; inhibition, % at 50 µM, or IC50 in µM where a hit was titrated; 300,000 compounds, 0.16% hits;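 active = inhibition over 29.93%, a cutoff 3 SD above the screen mean, later confirmed by dose response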;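 note: 0% = low Mg2+ inducing control and 100% = high Mg2+ repressing control; strong numbers were not always called active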
KOR beta-arrestin-1 – KOR agonists, beta-arrestin recruitment, primary screen, cell-based, luminescence, uHTS (AID 1777). KOR beta-arrestin recruitment, luminescence; higher % means a stronger effect. 280,000 compounds, 0.02% hits. activation, % at 10 µM; hits with a dose series show EC50 in µM; in the data active = activation above about 50%, passing the limit was not always enough; note: a part of the inactive calls stands beside numbers as strong as those of hits
Myeloid diff 2 – myeloid differentiation induction | ER-HoxA9 myeloid progenitors, lysozyme-GFP differentiation, flow cytometry | calls only at 10 µM | 360,000 compounds, 1% hits;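 active = normalized GFP-positive differentiation at or above the plate's own cutoff, the solvent-only control mean plus 3 SD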;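 note: cells exposed to compound for four days before flow analysis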
NOD2 inhibition – inhibition of NOD2-driven NF-kB reporter – cell-based, luminescence, uHTS, HEK293 (AID 1566); 290,000 compounds, 0.63% hits; one-dose inhibition, % at 4 µM; EC50 in µM for titrated hits; HEK293 NOD2/NF-kB luciferase reporter, luminescence; higher % means a stronger effect; note: many of its hits are not listed in these tables
KOR beta-arrestin-2 – kappa opioid receptor blockers – cell-based, luminescence, uHTS (AID 1778) | inhibition, % at 10 µM; hits with a dose series show IC50 in µM | 290,000 compounds, 0.091% hits | KOR beta-arrestin recruitment, luminescence, antagonist mode; higher % means a stronger effect; note: strong numbers were not always called active
NOD1 inhibition – inhibition of NOD1-driven NF-kB reporter – cell-based, luminescence, uHTS, primary screen (AID 1578). NOD1-driven NF-kB luciferase reporter cells, luminescence; higher % means a stronger effect. one-dose inhibition, % at 4 µM; EC50 in µM for titrated hits. 290,000 compounds, 1% hits; in the data active = inhibition mostly above about 36%, no sharp cut-off; inactive = mostly below about 34%;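 note: HEK-293T reporter cells stimulated with the NOD1 agonist gamma-tri-DAP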
LYP inhibition – inhibitors of LYP phosphatase, biochemical, fluorescence intensity, uHTS (AID 1779). recombinant LYP phosphatase, fluorescence intensity; higher % means a stronger effect. one-dose inhibition, % at 11.5 µM; IC50 in µM for titrated hits. 290,000 compounds, 0.054% hits;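 note: plate controls were vehicle with enzyme for no effect and no enzyme for full effect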
Myeloid diff 2 GFP+ MAC1+ % – recorded beside Myeloid diff 2, whose call it bears; GFP+ MAC1+ double positive, %; measured here: differentiation confirmed by MAC1 staining
Starred values were filed as active, the others as inactive; i = inactive; . = not tested or not shown; + = active, no number; [ ] = remark or other dose. Cut-off read from the data, not from the text of the source, unless noted: active = inhibition above about 50%; inactive = the rest. Only part of the results is shown. The share of hits here may be higher or lower than overall.

SMILES | Siah-1 displacement | HIV peptide binding | PhoP inhibition | KOR beta-arrestin-1 | Myeloid diff 2 | Myeloid diff 2 GFP+ MAC1+ % | NOD2 inhibition | KOR beta-arrestin-2 | NOD1 inhibition | LYP inhibition
Cc1occc1-c1nnc(SCC(=O)Nc2nc3ccccc3s2)o1 | 2% | 2.3% | 9% | -3.1% | i | 8.9 | 22% | -9% | -18% | -7%
COC(=O)/C(=N/Nc1ccccc1)N1CCCc2ccccc21 | 4% | -2.9% | -2% | -4.5% | i | 0.5 | -4% | 18% | -10% | 0%
C=CCNC(=O)c1ccccc1NC(=O)COc1ccccc1 | -8% | -2.0% | -6% | 7.9% | i | 0.4 | -7% | -49%[20 µM] | 28% | -6%
N=C(N)N=Nc1c(O)[nH]c2ccc(Br)cc12 | -3% | -1.5% | 16% | -4.4% | i | 0.2 | 8% | -7% | -32% | -2%
COc1ccc(N2C(=O)CSC23CCCCC3)cc1 | -2% | 0.0% | 9% | 7.6% | i | 1.7 | 11% | -19% | 6% | -13%
CC1CCC(C(=O)NC(C(=O)NCCc2ccc(S(N)(=O)=O)cc2)C(C)C)CC1 (stereo not given) | 1% | 0.6% | 2% | -1.0% | i | 0.4 | 8% | -18% | -9% | -9%
O=C(O)CCCCCNc1nc(=S)[nH]c2ccccc12 | -7% | -1.8% | -6% | -5.6% | i | 2.0 | 0% | 14% | 4% | -6%
CC(=O)NC(Cc1ccccc1)C(=O)OCC(=O)c1ccc(F)cc1 (stereo not given) | -2% | -0.1% | 1% | -0.3% | i | 0.2 | 6% | . | -20% | 0%
CN(C)/C=C(/C(=O)c1ccc(Cl)c(Cl)c1)S(C)(=O)=O | 4% | 0.6% | -1% | 4.5% | i | 0.8 | 8% | -58%[20 µM] | -15% | -2%
Cc1cc2ncn(C(=O)N3CCC(C)CC3)c2cc1C | 9% | 1.8% | 1% | -2.4% | i | 1.2 | -4% | 3% | -38% | -1%
Cc1onc(-c2ccccc2)c1CNS(=O)(=O)c1ccccc1[N+](=O)[O-] | 11% | 1.4% | 8% | 5.6% | i | 0.4 | -11% | -23% | -12% | -5%
COc1cc(/C=N/NC(=O)CCN2CCN(Cc3ccccc3)CC2)cc(OC)c1OC | 2% | -4.1% | 27% | 1.0% | i | 0.1 | 4% | -1% | 32% | -5%
Cc1cc(NCCC(C)C)n2nc(C)c(-c3ccccc3)c2n1 | -4% | 0.0% | 4% | 0.1% | i | 0.9 | 4% | 31% | 8% | -1%
O=C1CC(c2ccccc2)c2cc(O)ccc2O1 (stereo not given) | 5% | 1.3% | -6% | -4.3% | i | 2.1 | 17% | -23% | -15% | -4%
CC(CCc1ccccc1)NC(=O)CSc1nccc(=O)[nH]1 (stereo not given) | -1% | -3.8% | -16% | 3.5% | i | 0.6 | 10% | -19% | -9% | -3%
Cn1c2[n+](c3ccc(Cl)cc3c1=O)Cc1ccccc1-2 | 3% | -1.6% | -9% | 9.2% | i | 0.8 | -16% | 10% | -4% | -8%
Cn1c(CSCc2ccc(Cl)c(Cl)c2)n[nH]c1=S | -1% | -1.7% | 0% | 5.4% | i | 1.9 | 0% | . | -5% | -6%
CC(C)(C)C(=O)N1CCN(c2nc3ccc(Br)cc3s2)CC1 | 6% | 1.5% | 8% | 3.4% | + | 1.5* | 6% | -21% | -25% | -7%
COc1cc(OC)cc(C(=O)N2CCN(c3ncccn3)CC2)c1 | 1% | 77% | -2% | -8.7% | i | 0.7 | 5% | 4% | 8% | -3%
CCc1ccc(C(=O)NC(=S)NCc2cccnc2)cc1 | -1% | -0.9% | -1% | -2.2% | i | 3.1 | 9% | 1% | -38% | 2%
CCCc1ccc(-c2cc(C(=O)NCCc3ccc(S(N)(=O)=O)cc3)c3ccccc3n2)cc1 | -1% | 1.5% | 5% | 2.0% | i | 0.3 | -26% | -22% | -82% | 9%
O=C(CN(Cc1ccccc1C(F)(F)F)C(=O)CNC(=O)c1ccco1)NC1CCCC1 | 2% | -1.2% | 3% | 1.8% | i | 1.0 | -1% | 17% | -12% | -10%
C=CCn1c(CC(=O)Nc2ccc(C)cc2C)nnc1SCC(=O)N1CCOCC1 | -6% | -2.6% | -4% | 0.7% | i | 3.7 | -16% | -12% | 2% | -11%
COc1ccccc1C(O)(C(=O)NN(C(=O)c1ccccc1)c1ccccc1C)c1cccs1 (stereo not given) | 1% | 4.1% | 12% | -3.9% | i | 1.1 | 0% | -14% | -1% | 0%
COCc1cccc(C(=O)NC(c2ccccc2)c2ccccc2)c1 | 2% | 0.5% | 1% | 0.7% | i | 0.5 | 16% | -9% | -28% | -8%
Cc1nnc(SCC(=O)Nc2cccc(S(=O)(=O)N(C)c3ccccc3)c2)s1 | -6% | -2.5% | 2% | -3.7% | i | 0.2 | 16% | 11% | 42% | -6%
S=c1[nH]nc(COc2ccccc2)n1/N=C/c1ccncc1 | 3% | -2.1% | -6% | -9.1% | i | 1.2 | 10% | 0% | 4% | -3%
O=C1COc2ccc(S(=O)(=O)N3CCC(C(=O)NCc4ccccc4)CC3)cc2N1 | -2% | 0.6% | 8% | 7.5% | i | 1.7 | 8% | -15% | -7% | -8%
CCC(C(=O)NCCCN(CC)Cc1ccccc1)n1nc(C)c2sc3ccccc3c2c1=O (stereo not given) | 7% | 1.2% | -4% | 2.3% | i | 2.1 | 6% | -32% | -41% | -6%
O=C(CCc1ccccc1)N1CCCC1 | 4% | -0.5% | -4% | -5.0% | i | 0.4 | 6% | 2% | -17% | -9%
COc1cccc(-c2noc(C3CCCN(C(=O)c4ccccc4OC)C3)n2)c1 (stereo not given) | -3% | 1.5% | -2% | 4.1% | i | 0.5 | 11% | -25%[20 µM] | 4% | -13%
Cc1ccc(/C=N/n2c(C)cc(C)c(C#N)c2=O)cc1 | 2% | 0.1% | -1% | 9.3% | i | 0.3 | -17% | 17% | -42% | -1%
COc1cccc(C(=O)N(CN2CCCC2=O)c2cc(C)on2)c1 | -2% | -0.8% | -3% | 11% | i | 3.8 | -7% | -28% | 9% | -10%
Cc1ccc(-c2nnc(SCC(=O)N/N=C/c3ccc(C(=O)O)cc3)n2C2CCCCC2)cc1 | 4% | 2.0% | -8% | 2.2% | i | 0.0 | -8% | -17% | -20% | -8%
Cc1ccc(S(=O)(=O)N2CCOC2CNC(=O)C(=O)NCCN2CCOCC2)cc1 (stereo not given) | -2% | -0.8% | -4% | 4.8% | i | 0.9 | 7% | -1% | -15% | -9%
COc1ccccc1Nc1nc(NCCC(C)C)nc(N)c1[N+](=O)[O-] | 6% | 0.8% | -12% | 5.6% | i | 0.3 | 14% | 11% | -9% | 1%

Just Siah-1 displacement (three entries from above):
canonical_smiles | Siah-1 displacement
O=C1COc2ccc(S(=O)(=O)N3CCC(C(=O)NCc4ccccc4)CC3)cc2N1 | -2%
COCc1cccc(C(=O)NC(c2ccccc2)c2ccccc2)c1 | 2%
COc1ccccc1Nc1nc(NCCC(C)C)nc(N)c1[N+](=O)[O-] | 6%

Carrying on:
SMILES | Siah-1 displacement | HIV peptide binding | PhoP inhibition | KOR beta-arrestin-1 | Myeloid diff 2 | Myeloid diff 2 GFP+ MAC1+ % | NOD2 inhibition | KOR beta-arrestin-2 | NOD1 inhibition | LYP inhibition
COc1ccc(C(CNC(=O)c2ccc(S(=O)(=O)N3CCCC3)cc2)N(C)C)cc1OC (stereo not given) | 1% | 0.6% | 2% | -3.2% | i | 0.8 | 4% | 0% | -15% | -4%
C/C(=N/NC(=O)CN1CCN(Cc2ccccc2Cl)CC1)c1ccncc1 | 5% | 2.4% | -1% | -4.3% | i | 0.3 | 4% | 4% | -17% | -6%
COc1cccc(-c2cc(=O)[nH][nH]2)c1 | -3% | -4.3% | -4% | -15% | i | 0.1 | 1% | -13% | 40% | -12%
COc1ccc(NC(=O)c2noc3c2CCC3)cc1 | 10% | 10% | 7% | 2.4% | i | 0.6 | -94% | 18% | -35% | -5%
CC(C)CN(CCCNC(=O)CN1C(=O)COc2ccc(S(=O)(=O)N3CCCC3)cc21)CC(C)C | -4% | -0.4% | 5% | -7.8% | i | 0.3 | -25% | 20% | -18% | -2%
Cc1nc2cc(-n3ccc(=O)cc3)ccc2n1-c1ccccc1 | -3% | 1.1% | -2% | 6.0% | i | 5.4 | -7% | -49% | -23% | -2%
O=C(N/N=C/c1coc2ccccc2c1=O)c1ccccc1Br | 2% | 1.8% | 9% | -0.7% | i | 1.2 | 31% | -17% | -8% | -1%
Cc1cc(=O)oc2c3c(cc(OCC(=O)NC4CC4)c12)OC(C)(C)CC3 | 5% | -0.3% | 6% | -2.2% | i | 2.9 | 23% | -40%[20 µM] | -15% | -22%
Cc1ccn2c(=O)nc(SCc3cccc(C(F)(F)F)c3)nc2c1 | 18% | 3.0% | -2% | -2.9% | i | 0.2 | 2% | 14% | -31% | 0%
O=C(Nc1cccnc1)c1cc(-c2ccc(Br)cc2)nc2ccccc12 | 10% | -0.5% | 2% | 7.6% | i | 0.3 | 10% | -90% | -15% | -4%
CC1(C(=O)OCC(=O)NC(=O)NCc2ccccc2)CC1(Cl)Cl (stereo not given) | -3% | -1.0% | 4% | 1.9% | i | 0.3 | -8% | -24% | -36% | -1%
O=[N+]([O-])c1ccc(N2CCSCC2)cc1 | -2% | -0.7% | 5% | -3.2% | i | 0.2 | -2% | -2% | -10% | -4%
CC(C)N(C)CCOC(=O)/C=C/c1ccccc1 | 0% | 0.6% | 14% | 6.8% | i | 0.9 | 6% | 8% | -8% | -7%
O=C(NCCCn1ccnc1)C1c2ccccc2Oc2ccccc21 | 2% | -1.8% | -4% | -0.9% | i | 0.9 | 5% | -13% | 2% | -8%
O=C(c1cc2ccccc2oc1=O)N1CCN(CCc2ccccc2)CC1 | -4% | 0.9% | -3% | 0.2% | i | 0.6 | 8% | 9% | -30% | -3%
Cc1cc(C)cc(C(=O)OCC(=O)NCc2cccs2)c1 | -3% | 0.5% | 5% | 3.8% | i | 0.3 | 3% | -35% | -19% | 0%
COc1ccc(/C=N/Nc2cc(N3CCOCC3)ncn2)c(OC)c1 | -2% | 2.6% | -5% | 3.5% | i | 0.9 | -6% | -13%[20 µM] | 8% | 12%
O=C(Nc1ccc(F)cc1)c1ccccc1NC(=O)C1CC=CCC1C(=O)O (stereo not given) | 2% | -0.3% | -2% | -0.9% | . | . | 5% | 1% | -17% | -8%
Nc1ccc2nc(-c3ccccc3)c(-c3ccccc3)nc2c1 | 10% | 36% | -12% | 5.0% | i | 0.0 | 36% | -37% | -10% | -6%
CCOC(=O)C(=CN=C(N)Nc1nc2ccccc2o1)C(=O)OCC | -12% | -0.2% | -5% | -6.1% | i | 0.6 | -35% | -9% | -8% | -6%

Assay outcomes: PubChem, several laboratories
